NCI-60 one-dose screen, 48 h, at 10 µM unless noted. Numbers give growth in % (100 = growth as untreated, 0 = no growth, -100 = all killed).
PC-3 = PC-3 prostate cancer cells; AID 1794754; actives 3.9% (n = 80,000)
DU-145 = DU-145 prostate cancer; actives 4.2% (n = 81,000)
786-0 = 786-0 renal cancer cells. actives 5.1% (n = 81,000)
UO-31 = UO-31 renal cancer | actives 5.2% (n = 81,000) | AID 1794768
SF-295 = SF-295 CNS cancer cells. AID 1794758. actives 5.6% (n = 79,000)
SN12C = SN12C renal cancer cells; actives 3.8% (n = 81,000); AID 1794767
U251 = U251 CNS tumor cells; actives 5.4% (n = 80,000)
TK-10 = TK-10 renal cancer cells; AID 1794769; actives 3.9% (n = 81,000)
SF-539 = SF-539 CNS cancer. actives 6.8% (n = 81,000). AID 1794752
* = called active by the depositor; . = not tested or not shown; & = joins results of further samples. How the source made its calls: active means growth percent below 10; inactive means the rest.

SMILES | PC-3 | DU-145 | 786-0 | UO-31 | SF-295 | SN12C | U251 | TK-10 | SF-539
O=C(N/N=C\c1cccc([N+](=O)[O-])c1)N/N=C/c1cccc([N+](=O)[O-])c1 | 92 | 116 | 111 | 87 | 106 | 97 | 97 | 117 | 111
O=C1/C(=C\c2ccccc2)CN(C(=O)c2ccccc2F)C/C1=C\c1ccccc1 | 8.5* | 7.2* | -41* | 12 | 6.5* | 6.1* | -36* | 54 | 40
Cc1ccc(/C=C2\SC(=S)N(NC(=O)c3ccccc3)C2=O)o1 | 93 | 106 | 102 | 78 | 101 | 96 | 99 | 99 | 105
CC(=O)c1c(C)c[nH]c1C | 88 | 115 | 104 | 80 | 103 | 95 | 101 | 94 | 100
COCCNc1nc2ccccc2c2c(=O)c3cc(F)ccc3sc12 | 92 | 105 | 93 | 79 | 101 | 99 | 97 | 100 | 99
Cc1cc(=O)[nH]c(SCc2ccccc2Cl)n1 | 104 | 123 | 104 | 78 | 116 | 107 | 110 | . | 112
Cc1ccc(NC(=O)C(C)S)cc1 (stereo not drawn) | 93 | 107 | 88 | 87 | 105 | 98 | 99 | 94 | .
COc1cc(-c2nnc(SC/C(=N/O)c3ccccc3)n2-c2ccccc2)cc(OC)c1OC | 92 | 123 | 95 | 70 | 93 | 96 | 94 | 116 | 102
O=[N+]([O-])c1cc([N+](=O)[O-])c(NN=C(c2ccc(O)cc2)c2ccc(O)cc2)cc1Cl | -81* | -78* | -89* | -98* | 104 | -79* | -100* | -57* | -52*
Cc1ccc2nc(COc3ccc(C(=O)NNC(=S)NC4CCCCC4)cc3)[nH]c2c1 | 81 | 101 | 109 | 78 | 95 | 100 | 86 | 106 | 74
CCOC(=O)C(NC(C)=O)(C(=O)OCC)C1c2ccccc2-c2ccc(N)cc21 (stereo not drawn) | 85 | 107 | 101 | 70 | 104 | 99 | 104 | 99 | 99
COc1ccc(CCNc2nc3c(c(=O)n(Cc4ccccc4)c(=O)n3C)n2C)cc1OC | . | 109 | 102 | 83 | 100 | 96 | 98 | 109 | 98
Oc1c(CN2CCOCC2)cc(CN2CCOCC2)c(O)c1CN1CCOCC1 | 94 | 113 | 101 | 86 | 111 | 93 | 101 | 104 | 99
CCCCN(Cc1ccc(C(=O)NO)cc1)C(=O)Nc1ccc(OCCCCCn2cc(CNc3cccc4c3C(=O)N([C@@H]3CCC(=O)NC3=O)C4=O)nn2)cc1 | 91 | 111 | 103 | 91 | 99 | 83 | 95 | 105 | 78
CN(C)c1ccc(/C=C/c2cnccn2)cc1 | 95 | 112 | 111 | 88 | 95 | 106 | 105 | 102 | 116
O=C1/C(=C/c2cn(-c3ccccc3)nc2-c2ccccc2)SC(=S)N1c1ccc(Cl)cc1 | 57 | 75 | 85 | 66 | 45 | 69 | 57 | 92 | 84
Cc1cccc(NCC(=O)N2CCN(c3ncnc4c3cnn4-c3ccccc3)CC2)c1 | 70 | 75 | 81 | 34 | 47 | 77 | 87 | 94 | 60
O=C1CC2(C(=O)N1CN1CCOCC1)c1ccccc1-c1ccccc12 | 63 | 114 | 100 | 78 | 93 | 96 | 92 | 121 | 101
CCOC(=O)c1c(C)oc2ncnc(Nc3ccc(OCc4cccc(F)c4)cc3)c12 | 75 | 95 | 86 | 85 | 83 | 90 | 96 | 83 | 94
CCC(CC)CC1CN2CCc3cc(OC)c(OC)cc3C2CC1(O)CC (stereo not drawn) | 99 | 107 | 99 | 77 | 86 | 105 | 102 | 108 | 107
CCCCCC(CCC)COC(=O)CBr (stereo not drawn) | 91 | 114 | 84 | 79 | 91 | 106 | 106 | 102 | 97
CC(C)=CC(=O)C1C(=O)c2ccccc2C1=O | 100 | 104 | 105 | 92 | 98 | 95 | 95 | 108 | 104
CCN(CCO)Cc1c(-c2ccccc2)oc(-c2ccccc2)c1Cl | 68 | 111 | 96 | 90 | 102 | 93 | 104 | 93 | 111
S=c1c2ncccc2c(-c2ccccn2)nn1Cc1ccccn1 | 74 | 111 | 97 | 82 | 96 | . | 95 | 100 | 100

Given with each value named: part of the list above.
canonical_smiles: Cc1cccc(NCC(=O)N2CCN(c3ncnc4c3cnn4-c3ccccc3)CC2)c1
  PC-3 = 70	DU-145 = 75	786-0 = 81	UO-31 = 34	SF-295 = 47	SN12C = 77	U251 = 87	TK-10 = 94	SF-539 = 60

canonical_smiles: O=C1CC2(C(=O)N1CN1CCOCC1)c1ccccc1-c1ccccc12
  PC-3 = 63	DU-145 = 114	786-0 = 100	UO-31 = 78	SF-295 = 93	SN12C = 96	U251 = 92	TK-10 = 121	SF-539 = 101

canonical_smiles: CCOC(=O)c1c(C)oc2ncnc(Nc3ccc(OCc4cccc(F)c4)cc3)c12
  PC-3 = 75	DU-145 = 95	786-0 = 86	UO-31 = 85	SF-295 = 83	SN12C = 90	U251 = 96	TK-10 = 83	SF-539 = 94

canonical_smiles: CCC(CC)CC1CN2CCc3cc(OC)c(OC)cc3C2CC1(O)CC (stereo not drawn)
  PC-3 = 99	DU-145 = 107	786-0 = 99	UO-31 = 77	SF-295 = 86	SN12C = 105	U251 = 102	TK-10 = 108	SF-539 = 107

Later entries:
SMILES | PC-3 | DU-145 | 786-0 | UO-31 | SF-295 | SN12C | U251 | TK-10 | SF-539
CCC(=O)Nc1ccc(C(=O)NCCN(CC)CC)cc1 | 96 | 107 | 100 | 80 | 81 | 105 | 101 | 101 | 109
O=CNC1C(O)OC(CO)C(O)C1O (stereo not drawn) | 104 | 118 | 100 | 101 | 105 | 104 | 101 | 106 | 108
Cc1cc(C)n(C(=O)COc2ccc3c(C)c(Cc4ccccc4)c(=O)oc3c2C)n1 | 99 | 113 | 106 | 85 | 106 | 96 | 103 | 110 | 116
CN1CCC(n2cc(Nc3ncc4c(=O)n(-c5c(Cl)cccc5Cl)cc(Br)c4n3)cn2)CC1 | 51 | 23 | 20 | 22 | 42 | 21 | 28 | 47 | 5.2*
CCC(=O)NC(C)c1ccccc1 (stereo not drawn) | 91 | 100 | 113 | 102 | . | 99 | 103 | 102 | 105
CCOC(=O)c1cc2c(n(C)c1=O)-c1cnn(-c3ccc(OC)cc3)c1CC2 | 99 | 117 | 101 | 78 | 92 | 100 | . | 130 | 90
CCCCOCCOC(c1cc2c(cc1Br)OCO2)C(C)Br (stereo not drawn) | 97 | 102 | 92 | 91 | 105 | 103 | 95 | 97 | 109
CCOC(=O)c1sc(NC(=O)/C=C/c2ccc(OC)c(OC)c2)nc1N1CCOCC1 | 70 | 73 | 96 | 46 | 73 | 51 | 68 | 109 | 98
COc1cc(N)ccc1O | 88 | 108 | 105 | 77 | 106 | 98 | 98 | 100 | 99
O=C(C1=C(O)CC2c3ccccc3N(Cc3ccccc3)C12)N1CCCCC1 (stereo not drawn) | 106 | 107 | 104 | 85 | 100 | 102 | 101 | 104 | 93
COc1cccc(-c2nc3ccccc3s2)c1O | 67 | . | 96 | 47 | 103 | 96 | . | 92 | 91
CN=C(NC)NCc1ccccc1 | 101 | 118 | 106 | 111 | 93 | 111 | 104 | 113 | 100
CC1(C)C(=O)/C(=C\c2ccc(C(F)(F)F)cc2)C[C@]2(C)[C@H]3CC[C@@H]4[C@H]5[C@H](C(=O)/C=C/c6ccc(C(F)(F)F)cc6)CC[C@]5(CO)CC[C@@]4(C)[C@]3(C)CC[C@@H]12 | 84 | 109 | 107 | 67 | . | 92 | 93 | 126 | 94
COc1ccc(Nc2[nH]n3c(=O)cc(C)nc3c2C(N)=O)c(OC)c1 | 100 | 112 | 99 | 87 | 102 | 97 | 94 | 88 | 91
Nc1[nH]c(=O)[nH]c(=O)c1N=O | 89&105&92 | 105&100&108 | 116 | 86&106 | 99&121&96 | 114&101 | 111&99&102 | 107&116&99 | 99&110&102
O=C1CCC(=O)N1C1CCCCC1 | 100 | 107 | 106 | 84 | 98 | 100 | 107 | 105 | 101
CCCC(OC(=O)CCl)C(CC)COC(=O)CCl (stereo not drawn) | 97 | 104 | 93 | 93 | 101 | 104 | 96 | 99 | 87
COc1ccc(S(=O)(=O)N2C(=O)N(S(=O)(=O)c3ccc(OC)cc3)[C@H](OC)[C@H]2OC)cc1 | 78 | 110 | 87 | 65 | 94 | 88 | 99 | 92 | 106
Oc1ccc(/C=N\NC(=S)N/N=C/c2ccc(O)cc2O)c(O)c1 | 93 | 87 | 100 | 65 | 97 | 82 | 76 | 118 | 89
CC(=O)Nc1c(Cl)cc(Cl)c2c1Cc1cc(Cl)ccc1-2 | 88 | 112 | . | 89 | 103 | 82 | 85 | 116 | 90
COc1cc(/C=C2\C=C(c3ccccc3)N(CCc3ccccc3)C2=O)cc(OC)c1OC | 76 | 74 | 12 | 69 | 53 | 82 | 53 | 82 | -17*
O=C(OC(=O)c1ccccc1)c1ccccc1 | 95 | 102 | 101 | 98 | 103 | 100 | 102 | 101 | 107
CCOC(=O)c1ccc([N+](=O)[O-])cc1 | 95 | 97 | 108 | 79 | 118 | 94 | 99 | 106 | 93
O=c1c(-c2nc3ccccc3[nH]2)cc2ccccc2n1Cc1cn(Cc2cccc(Cl)c2)nn1 | 97 | 84 | 102 | 78 | 99 | 92 | 97 | 111 | 79
CC1(C)CC2(C)OCCN2C(=S)N1 (stereo not drawn) | 97 | 104 | 103 | 91 | 113 | 99 | 96 | 96 | 101
COC(=O)c1[nH]c(=O)c(C#N)c(C(=O)OC)c1-c1ccc(F)cc1 | 94 | 106 | 99 | . | 94 | 93 | 91 | 117 | 101
C=C1C(=O)O[C@H]2[C@H]1CC/C(COC(=O)NCc1ccc(Cn3c(=O)sn(CCCC)c3=O)cc1)=C\CC[C@@]1(C)O[C@@H]21 | 60 | 20 | 42 | 3.1* | 101 | 50 | 60 | 15 | 60
N#C/C(=C\c1cccc2cnccc12)n1nnc2cccc(F)c21 | 49 | 2.3* | 56 | 41 | 93 | 18 | 79 | 34 | 37
CS(=O)(=O)Nc1cccc(-c2ccc3ncnc(Nc4cncc(Cl)c4)c3c2)c1 | 20 | 39 | 10 | 30 | -18* | 53 | 24 | . | 2.9*
FC1(F)CCN(Cc2c[nH]c3cc(Cl)ccc23)C[C@H]1CCc1ccccc1 | 53 | 65 | 67 | 42 | 55 | 54 | 45 | 62 | 89
COc1ccc(/C=C/c2ccc(OC)cc2)cc1 | 99 | 121 | 106 | 102 | 106 | 102 | 105 | 108 | 114
O=C(O)C(c1ccccc1)C(O)c1ccccc1 (stereo not drawn) | 93 | . | 107 | 94 | 97 | 98 | 92 | 108 | 98
O=C(OCC(O)C(=O)NC12CC3CC(CC(C3)C1)C2)c1ccccc1C(=O)OCC(F)(F)F (stereo not drawn) | 78 | 107 | 97 | 84 | 88 | 96 | 94 | 93 | 105
COc1ccc(/C=C2\COc3ccc(O)c(O)c3C2=O)c(OC)c1OC | 37 | 14 | 28 | -5.7* | 92 | 0.8* | 14 | 45 | -9.3*
C=C(CCCCCCCCC)CC(=O)SCCNC(=O)CCNC(=O)C(O)C(C)(C)COP(=O)(O)OP(=O)(O)OCC1OC(n2cnc3c(N)ncnc32)C(O)C1OP(=O)(O)O (stereo not drawn) | 87 | 97 | 124 | 71 | 106 | 107 | 100 | 106 | 101
CNc1ncnc2c1cnn2-c1ccc(Cl)cc1 | 98 | 97 | 104 | 83 | 96 | 99 | 98 | 125 | 99

Ordered by length of the SMILES (lowest first): part of the list above
SMILES | PC-3 | DU-145 | 786-0 | UO-31 | SF-295 | SN12C | U251 | TK-10 | SF-539
CC1(C)CC2(C)OCCN2C(=S)N1 (stereo not drawn) | 97 | 104 | 103 | 91 | 113 | 99 | 96 | 96 | 101
COc1ccc(/C=C2\COc3ccc(O)c(O)c3C2=O)c(OC)c1OC | 37 | 14 | 28 | -5.7* | 92 | 0.8* | 14 | 45 | -9.3*
O=C(OCC(O)C(=O)NC12CC3CC(CC(C3)C1)C2)c1ccccc1C(=O)OCC(F)(F)F (stereo not drawn) | 78 | 107 | 97 | 84 | 88 | 96 | 94 | 93 | 105

Next part:
SMILES | PC-3 | DU-145 | 786-0 | UO-31 | SF-295 | SN12C | U251 | TK-10 | SF-539
Nc1nn2c(-c3cc4ccccc4oc3=O)ccnc2c1N=Nc1ccc(Br)cc1 | 105 | 91 | 75 | 76 | 107 | 90 | 52 | 97 | 41
CC(=O)Nc1cccc(-c2nc3cc(-c4ccc(O)cc4)ccc3n2C)c1 | 48 | 56 | 63 | 38 | 26 | 44 | 59 | 59 | 57
Nc1nonc1-c1nc2ccccc2n1CC(=O)Nc1ccc(OC(F)(F)F)cc1 | 98 | 120 | 107 | 94 | . | 101 | 103 | 114 | 93
C[n+]1cccc(C#N)c1 | 99 | 107 | 101 | 100 | 112 | 95 | 84 | 91 | 109
COc1ccc(Nc2ncc(Br)c(NCCCNC(=O)c3cccs3)n2)cc1 | 42 | 36 | 34 | -0.4* | 52 | 22 | 53 | 24 | 15
CCN(C(=S)Nc1ccccc1)c1ccccc1 | 107 | 97 | 109 | 75 | 114 | 87 | 102 | 100 | 103
Clc1ccc(COc2ccc(Nc3ncnc4sc5c(c34)CCCC5)cc2Cl)cc1 | 78 | 103 | 95 | 86 | 100 | 86 | 96 | 88 | 102
O=C(Nc1ccc(NC(=O)C(Cl)(Cl)Cl)cc1)C(Cl)(Cl)Cl | 97 | 94 | 90 | 105 | 95 | 97 | 104 | 98 | 93
O=C(COc1ccc(/C=C2\CCc3ccccc3C2=O)cc1)c1ccc([N+](=O)[O-])cc1 | 90 | . | 100 | 27 | 110 | 102 | 96 | 117 | 97
Cc1ccc(S(=O)(=O)/C(=C\c2ccc(Cl)cc2)C(=O)c2ccccc2)cc1 | 96 | 113 | 103 | 90 | 93 | 99 | 102 | 124 | 122
CCOCC(C)C(CC(=O)OCC)(OCC)OCC (stereo not drawn) | 96 | 114 | 97 | 83 | 96 | 108 | 101 | 100 | 102
COc1cc2ncnc(Nc3ccc(C(=O)/C=C/c4cc(OC)c(OC)c(OC)c4)cc3)c2cc1OC | 88 | 99 | 89 | 71 | 99 | 95 | 82 | 108 | 99
CCCCc1nc2c([nH]1)c(=O)n(C)c(=O)n2C | 93 | 114 | 97 | 96 | 91 | 95 | 95 | 104 | 100

Assay outcomes from PubChem BioAssay.
